Keap1 Nrf2 FP: Keap1-Nrf2 protein-protein interaction inhibitors, primary screen, biochemical, fluorescence polarization, single point | Kelch-like ECH-associated protein 1 (Homo sapiens), Q14145 | Keap1 Kelch-Nrf2 peptide fluorescence polarization, 1536-well | inhibition, % at 9.4 µM | hit rate 0.15% among 340,000 | AID 504523, 2011; in the data active means inhibition above about 12%;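 further: human Keap1 Kelch domain with fluorescein labeled Nrf2 9mer peptide probe; 0% = neutral control wells and 100% = peptide positive control; higher means more block of Keap1 binding to Nrf2 peptide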
V-ATPase pH: regulators of yeast V-ATPase proton pumping, primary screen, pHLuorin cytosolic pH fluorescence. S. cerevisiae. response, % at 10 µM. hit rate 0.37% among 350,000. AID 504577, 2011; in the data active means response mostly above about 7.3%, no sharp cut-off; inactive means mostly below about 5.4%; further: actives read high; inactives centre near 0; some compounds called inactive have numbers as strong as hits; reference of the scale not given here
Cardiac RTF inh: cardiac RTF calcium sensitivity inhibitors, primary screen, biochemical, IANBD-TnC fluorescence, EC70 calcium. IANBD-labeled cardiac RTF, Ca2+ fluorescence. hit rate 0.12% among 340,000. Troponin I, cardiac muscle (Homo sapiens) + Troponin T, cardiac muscle (Homo sapiens) + …. AID 493244, 2011. inhibition, % at 7.15 µM;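 active means inhibition above the mean inhibition of all tested compounds plus 3 SD, cut at about 17% in these data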;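 further: assay run at fixed EC70 calcium of 1.6 mM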
Wnt act: Wnt/beta-catenin pathway activators, primary screen, cell-based, plate reader, single point. AID 743398, 2014. hit rate 1.2% among 300,000. activation, % at 9.35 µM. Wnt/beta-catenin reporter cell assay, activator; in the data active means activation above about 30%, passing the limit was not always enough;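 further: 0% = neutral control wells and 100% = positive control wells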
LANA DNA inh: inhibitors of KSHV C-LANA binding to DNA, primary screen, biochemical, fluorescence polarization, FAM-LBS DNA, MBP-C-LANA, single point; Kaposi's sarcoma herpesvirus LANA C-terminal domain (residues 932-1162) DNA binding; inhibition, % at 9 µM; hit rate 0.078% among 340,000; AID 504423, 2011;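 active means highest replicate inhibition at or above 60% at 9 µM, even if other replicates fall short; inactive means all replicates below 60% inhibition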;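 further: 0% = neutral control wells and 100% = 4 µM acridine orange control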
OPRM1-OPRD1 inv: inverse agonists of MOR-DOR heterodimerization, primary screen, cell-based, luminescence; cell-based MOR-DOR heterodimer luminescence, inverse agonism; inhibition, % at 9.3 µM; hit rate 0.21% among 340,000; AID 504357, 2011; in the data active means inhibition above about 22%, passing the limit was not always enough;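 further: 0% = cells with DMSO and 100% = wells without cells with DMSO; values of inactives mirror those of a sister screen read the other way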
OPRM1-OPRD1 ag: agonists of OPRM1-OPRD1 heterodimerization, primary screen, cell-based, luminescence; cells; hit rate 0.3% among 340,000; activation, % at 9.3 µM; Mu-type opioid receptor (Homo sapiens) + Delta-type opioid receptor (Homo sapiens), …; AID 504326, 2011; in the data active means activation above about 18%;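 further: 0% = vehicle-treated cells and 100% = reference agonist; values of inactives mirror those of a sister screen read the other way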
RTF Ca sens act: cardiac RTF calcium sensitivity activators, primary screen, biochemical, IANBD-TnC fluorescence, EC20 calcium; hit rate 0.24% among 340,000; IANBD-labeled TnC RTF fluorescence at EC20 calcium; 0% EC20 calcium, 100% full calcium; activation, % at 7.2 µM; AID 493008, 2010; Troponin I, cardiac muscle (Homo sapiens) + Troponin T, cardiac muscle (Homo sapiens) + …;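 active means activation above the mean over all tested compounds plus 3 SD, cut at about 30% in these data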;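 further: rise in fluorescence read as greater calcium sensitivity of cardiac thin filaments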
Arrestin-AP2 inh: inhibitors of beta-arrestin/AP2 binding, primary screen, biochemical, GPCR trafficking, flow cytometry; beta-arrestin 1 C-terminal peptide binding to AP2 beta2-adaptin appendage (human); FITC-arrestin peptide / GST-AP2 beads; AP2 beta2 appendage carries R879A mutation; inhibition, % at 10 µM; hit rate 0.31% among 340,000; AID 504490, 2011;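 active means inhibition above a set limit, near 3 SD of compounds lacking own fluorescence, cut at about 54% in these data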;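 further: plate controls were DMSO wells for no effect and 5 µM unlabelled arrestin peptide for full effect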
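test system = AP2 appendage R879A on GSH beads | buffer or medium = PBS plus Tween 20 (0.05%) and BSA (0.1%) | incubation = 12 min plus 1 h, RT | detection = bead flow cytometry, FITC channel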
DSG3 Ab inh: inhibitors of pemphigus antibody binding to DSG3, primary screen, biochemical, bead-based, flow cytometry, scFv-GFP | Desmoglein-3 (Homo sapiens), P32926 | DSG3-coupled beads, scFv-anti-DSG3-GFP binding; hits give low values | binding (percent of control), % at 10 µM | hit rate 0.48% among 310,000 | AID 588358, 2011;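 active means binding more than 3 SD below its plate's average and above zero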;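 further: hits lower antibody fragment binding to DSG3; some compounds called inactive have numbers as strong as hits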
Target sequence (P32926 whole entry, looked up, the tested form may be a part): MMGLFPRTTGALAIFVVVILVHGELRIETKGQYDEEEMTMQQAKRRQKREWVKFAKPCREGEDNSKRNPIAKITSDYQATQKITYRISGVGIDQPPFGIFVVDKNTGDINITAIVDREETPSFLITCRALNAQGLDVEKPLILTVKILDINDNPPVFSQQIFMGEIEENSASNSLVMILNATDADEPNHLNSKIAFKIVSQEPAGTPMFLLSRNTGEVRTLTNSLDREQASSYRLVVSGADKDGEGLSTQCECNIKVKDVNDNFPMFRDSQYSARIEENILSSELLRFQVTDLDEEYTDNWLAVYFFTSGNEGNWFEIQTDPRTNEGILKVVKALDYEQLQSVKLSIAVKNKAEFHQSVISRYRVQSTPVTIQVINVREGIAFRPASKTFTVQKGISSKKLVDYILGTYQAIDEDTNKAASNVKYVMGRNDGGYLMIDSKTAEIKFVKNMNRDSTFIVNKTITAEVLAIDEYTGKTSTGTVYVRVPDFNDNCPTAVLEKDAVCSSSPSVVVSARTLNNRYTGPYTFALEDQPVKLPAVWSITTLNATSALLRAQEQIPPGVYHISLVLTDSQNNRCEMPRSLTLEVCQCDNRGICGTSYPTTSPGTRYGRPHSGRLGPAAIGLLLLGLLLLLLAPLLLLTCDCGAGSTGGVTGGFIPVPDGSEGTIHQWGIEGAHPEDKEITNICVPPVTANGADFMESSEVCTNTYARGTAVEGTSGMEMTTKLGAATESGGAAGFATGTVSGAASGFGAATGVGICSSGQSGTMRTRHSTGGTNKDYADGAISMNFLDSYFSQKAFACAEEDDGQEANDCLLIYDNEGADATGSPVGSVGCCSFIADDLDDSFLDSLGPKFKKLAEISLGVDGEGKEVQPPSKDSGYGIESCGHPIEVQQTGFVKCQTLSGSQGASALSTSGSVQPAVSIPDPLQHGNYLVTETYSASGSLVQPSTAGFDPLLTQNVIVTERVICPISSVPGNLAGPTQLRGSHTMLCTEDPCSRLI
An asterisk follows results filed as active; . = no result given.

SMILES	Keap1 Nrf2 FP	V-ATPase pH	Cardiac RTF inh	Wnt act	LANA DNA inh	OPRM1-OPRD1 inv	OPRM1-OPRD1 ag	RTF Ca sens act	Arrestin-AP2 inh	DSG3 Ab inh
COc1ccc(C=NNc2nc3c([nH]2)c(=O)n(C)c(=O)n3C)cc1	4	0	3	2	1.3	4	-0.9	2	-21	115
O=C(COC(=O)COc1ccc(Cl)cc1)Nc1ccc(F)c([N+](=O)[O-])c1	-3	-2	-8	.	0.3	-36	6.8	3	-8	101
Cc1ccc(C)n1-c1cc([N+](=O)[O-])ccc1-n1ccnc1	.	-5	.	5	.	.	.	.	24	100
COc1ccc(NC(=S)NCc2ccc3c(c2)cc(C)n3C)cc1	-4	1	-2	-2	3.7	-6	1.1	-1	4	93
COc1ccc(S(=O)(=O)n2nc(OC(=O)c3cccs3)cc2N)cc1	-3	-2	-2	.	0.4	20	-3.9	-5	24	112
CCOC(=O)C1CCCN(C(=O)c2cn(CC)c3ccc(S(=O)(=O)N(C)C)cc3c2=O)C1 (stereo not drawn)	0	-2	-5	-1	1.4	10	-2.1	2	-1	110
N#CCSc1nc2c(cc1C#N)CCCC2	6	-4	-6	.	-3.4	6	-1.1	1	-3	106
CCN1CCN(C(=O)C2CC(c3ccc(F)cc3)=NO2)CC1 (stereo not drawn)	-3	-3	-2	-5	-1.1	13	-2.5	-6	1	111
CCCCNC(=O)C1C2C=CC3(CN(Cc4ccc(C)cc4)C(=O)C13)O2 (stereo not drawn)	-2	1	11	-2	-1.7	10	-1.6	-6	10	103
CCOC(=O)c1ccc(Oc2ccc(C(F)(F)F)cn2)cc1	-1	-6	-16	3	-1.0	-17	2.6	-3	-1	98
Cc1cc(=O)oc2cc(OCC(=O)N3CCN(c4ccc(F)cc4)CC3)c(Cl)cc12	-4	1	-6	-3	-1.9	8	-1.5	3	-9	.
C[C@@H](C(=O)OCC(=O)NCCc1ccc(S(N)(=O)=O)cc1)N1C(=O)C2CCCCC2C1=O (stereo partly drawn)	-2	7	-13	-1	-2.3	-2	0.4	11	23	102
CCOCCCNC(=O)c1cc(C)nn1-c1ccccc1	-1	2	-6	-4	-1.6	14	-2.4	-1	0	95
CCCN(CCC)C1Sc2ccc(C(=O)OC)cc2NC1=O (stereo not drawn)	-4	0	-11	.	-1.7	9	-1.7	-4	-6	106
CCC(NC(=O)c1cc(COc2ccc(C)nc2)on1)c1ccc(C)cc1 (stereo not drawn)	2	-5	-1	-2	-0.9	2	-0.3	0	46	98
CCC(CO)Oc1cc(NCc2ccccc2)c2ncn(C(C)C)c2c1 (stereo not drawn)	-5	0	-15	-3	-0.7	1	-0.3	4	-3	110
N#CCCN(C(=O)COC(=O)c1ccc(S(=O)(=O)N2CCCC2)cc1)c1cccc(Cl)c1	3	1	8	-4	0.6	4	-1.0	4	1	108
CCOC(=O)C1CCN(S(=O)(=O)Cc2ccccc2)C1=O (stereo not drawn)	-1	-1	-16	.	0.6	11	-2.0	-5	10	92
C/C(=N\NC(=O)c1nnn(-c2nonc2N)c1C)c1ccc(OCc2ccccc2)cc1	0	-1	-2	19	-0.5	20	-3.9	-6	4	110
O=C1COc2ccc(C(=O)COC(=O)c3ccccc3Cl)cc2N1	-3	0	-16	-5	6.7	13	-2.9	-5	5	104
CCOC(=O)CSc1nc(-c2ccccc2)ns1	-4	-2	-1	0	0.9	-32	6.7	1	9	107
COc1ccc(CN(CCN2CCOCC2)C(=O)c2c(F)cccc2F)cc1OC	-1	1	-1	-2	3.6	13	-2.4	8	6	108
CS(=O)(=O)c1ccc2nc(NC(=O)CCN3C(=O)c4ccccc4C3=O)sc2c1	3	-1	0	-9	-0.5	3	-0.5	-1	-1	82
C=CCc1cc(/C=C2/NC(=O)NC2=O)cc(OCC)c1O	-3	1	-5	-1	0.4	12	-2.5	-1	-16	104
CCOc1cc(/C=N\Nc2nc(-c3ccc(C)cc3)c(NC(C)=O)s2)ccc1O	-5	-3	-6	2	1.1	2	-0.5	3	21	98
O=C(NCc1ccc(Cl)cc1)C(=O)NCC(c1cccnc1)N1CCN(c2ccc(F)cc2)CC1 (stereo not drawn)	-7	-2	-18	.	1.2	-5	1.1	2	10	104
COC(=O)N/N=C/c1ccc(Oc2ccccc2)cc1	-4	-1	-3	9	11	-4	0.8	4	-3	98
COc1ccc(CCN2C(=NC(=O)C(C)C)SC3CS(=O)(=O)CC32)cc1OC (stereo not drawn)	-2	-3	-5	2	-1.9	9	-1.8	6	-18	.
CC(=O)c1c(C)n([O-])c2cc(F)c(F)cc2[n+]1=O	0	-1	-1	0	0.9	-13	2.5	-4	-18	121
N#Cc1c(-c2ccccc2)ccnc1Oc1ccccc1	-1	0	-3	.	-0.7	-2	0.5	-2	-2	.
CN(C)C(=O)c1ccc(NC(=O)c2cccc(S(=O)(=O)N3CCCc4ccccc43)c2)cc1	-3	-1	0	-3	-0.8	-6	0.9	-4	-4	105
CCCn1c(Oc2ccccc2)nc2c1c(=O)n(C)c(=O)n2C	3	-1	0	0	1.1	14	-2.8	-1	-6	117
COc1ccc(N2CCN(C(=O)c3ccc4c(c3)CC(c3ccccc3)OC4=O)CC2)cc1 (stereo not drawn)	-6	-3	-4	0	0.5	3	-0.5	-2	-19	107
Cc1c(Cl)c(-c2n[nH]c(=S)n2Cc2ccco2)nn1C	-2	0	-3	.	-0.9	7	-1.3	-6	8	101
O=C(Cn1nnc(-c2ccccc2)n1)N/N=C/c1ccc(-c2ccc(Cl)cc2)o1	-1	-3	-15	2	1.8	-6	1.1	0	-6	104
CC(C)CCNC(=O)c1cc2c(=O)n3ccccc3nc2s1	-1	6	-3	10	-1.1	18	-3.9	-6	19	99
CCN(CC)C(=O)Cn1cc(S(=O)(=O)CC(=O)NCc2ccccc2)c2ccccc21	-3	1	-2	0	-0.1	8	-2.5	4	-5	114
CC(=O)OCc1c(C(F)(F)F)nn(C)c1Oc1ccccc1	-3	-6	-5	.	1.1	1	-0.1	-4	8	98
O=C(NCCOc1ccccc1)C(=O)c1c[nH]c2ccccc12	-2	9	-16	3	0.3	-19	3.7	-1	30	91
COc1cccc(NC(=S)N(CCCN2CCOCC2)C(C)c2cc3ccccc3o2)c1 (stereo not drawn)	1	-2	-2	0	-1.4	9	-1.8	-4	-14	108
CCCCOC1(c2ccccc2)OC(=O)c2ccccc21 (stereo not drawn)	0	2	-4	.	0.0	-29	5.2	0	5	101
CCOC(=O)C1CCCN(C(=O)Cn2sc3nc(C)cc(C)c3c2=O)C1 (stereo not drawn)	-1	-2	-4	.	-0.8	-1	0.2	1	8	89
O=C1CNCc2[nH]c3ccccc3c2N1c1ccccc1	-2	4	-10	-1	2.6	0	0.0	13	0	.
O=C(C(Cl)Cl)N1CC2CCC(CC2)C1	0	3	-2	-2	-0.3	9	-1.8	3	-3	91
CCN1CCN(c2nc(Nc3cccc(F)c3)nc(N)c2[N+](=O)[O-])CC1	-2	-4	-4	-1	0.3	14	-2.8	0	2	.
N/C(=N\c1nc2c(c(=O)[nH]1)CCC2)Nc1cccc2ccccc12	-4	-2	-5	-2	-0.4	8	-1.5	-2	1	97
O=S(=O)(Nc1cccnc1)c1ccc(Cl)cc1	-4	5	8	-3	-0.4	-17	2.8	-9	-6	100
COc1cc(C(c2nnnn2C2CCCC2)N2CCN(C(=O)c3ccco3)CC2)cc(OC)c1OC (stereo not drawn)	-2	2	2	-1	-0.5	12	-1.9	0	-1	100
O=[N+]([O-])c1ccc(NC2CCCC2)cc1	0	1	-2	12	-0.4	18	-3.6	-5	4	80
Cc1cc(C)cc(NC(=S)N(CCN(C)C)Cc2cccs2)c1	-1	0	9	-2	0.5	-3	0.5	2	23	106
COCCN1C(=O)c2oc3ccccc3c(=O)c2C1c1ccc(C(=O)OC)cc1 (stereo not drawn)	-1	0	-6	-3	-0.6	9	-1.7	3	21	103
COc1cc(C2NC(=O)NC(C)=C2C(=O)OC2CCC(C)CC2)ccc1O (stereo not drawn)	1	0	-2	-2	0.3	5	-1.1	-6	12	101

Nothing new here: 8 of the compounds above.
SMILES	Keap1 Nrf2 FP	V-ATPase pH	Cardiac RTF inh	Wnt act	LANA DNA inh	OPRM1-OPRD1 inv	OPRM1-OPRD1 ag	RTF Ca sens act	Arrestin-AP2 inh	DSG3 Ab inh
O=C1CNCc2[nH]c3ccccc3c2N1c1ccccc1	-2	4	-10	-1	2.6	0	0.0	13	0	.
O=C(C(Cl)Cl)N1CC2CCC(CC2)C1	0	3	-2	-2	-0.3	9	-1.8	3	-3	91
CCN1CCN(c2nc(Nc3cccc(F)c3)nc(N)c2[N+](=O)[O-])CC1	-2	-4	-4	-1	0.3	14	-2.8	0	2	.
N/C(=N\c1nc2c(c(=O)[nH]1)CCC2)Nc1cccc2ccccc12	-4	-2	-5	-2	-0.4	8	-1.5	-2	1	97
O=S(=O)(Nc1cccnc1)c1ccc(Cl)cc1	-4	5	8	-3	-0.4	-17	2.8	-9	-6	100
COc1cc(C(c2nnnn2C2CCCC2)N2CCN(C(=O)c3ccco3)CC2)cc(OC)c1OC (stereo not drawn)	-2	2	2	-1	-0.5	12	-1.9	0	-1	100
O=[N+]([O-])c1ccc(NC2CCCC2)cc1	0	1	-2	12	-0.4	18	-3.6	-5	4	80
Cc1cc(C)cc(NC(=S)N(CCN(C)C)Cc2cccs2)c1	-1	0	9	-2	0.5	-3	0.5	2	23	106

Looked up above:
`CCCCOC1(c2ccccc2)OC(=O)c2ccccc21` (stereo not drawn) in DSG3 Ab inh reads 101
`COc1cc(C(c2nnnn2C2CCCC2)N2CCN(C(=O)c3ccco3)CC2)cc(OC)c1OC` (stereo not drawn) in Arrestin-AP2 inh reads -1

Compound activity (PubChem)
